Bioassay records as filed in PubChem.
Lmaj promast: inhibitors of Leishmania major promastigote growth. Leishmania major promastigotes, resazurin fluorescence viability. inhibition, % at 10 µM. 9% of 200,000 active; in the data active means inhibition above about 50%;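 further: promastigotes grown with compound for 44 hours at 28 °C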
Diaph inh CS: inhibits diaphorase or chemically oxidizes, flagging diaphorase assay artifacts | diaphorase resazurin-to-resorufin fluorescence, NADH, 16 min; bacterial (C. kluyveri) enzyme, not human | inhibition, % at 20 µM | 0.69% of 190,000 active | AID 1217;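 active means primary screen inhibition at 20 µM above a set limit, cut at about 50% in these data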;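 further: plate controls were DMSO with full reaction for no effect and wells lacking NADH for full effect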
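Assay system: diaphorase enzyme from Clostridium kluyveri. Quantity: enzyme working solution with 0.14 U/mL diaphorase. Schedule: reaction incubation of 16 min at room temperature. Technique: resorufin fluorescence, excitation 544 nm, emission 590 nm. Controls: No-NADH positive control and DMSO neutral control.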
bIAP activator: increases bovine intestinal alkaline phosphatase activity. AID 1016. activation factor at 20 µM. 0.17% of 200,000 active. purified bovine IAP, CDP-star luminescence, 30 min; hits give high values; fold of DMSO-control signal, blank-subtracted;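 active means activation factor of 2 or more at 20 µM, a signal rise over negative controls twice the positive control's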
bIAP inh: intestinal alkaline phosphatase (bovine) inhibition | AID 1019 | 190,000 tested, under 10 active | inhibition, % at 20 µM | purified bovine IAP, CDP-star luminescence, 30 min;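 active means over 50% inhibition of intestinal alkaline phosphatase at 20 µM in the single-dose screen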
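Incubation: 30 min reaction at room temperature / Material: purified bovine intestinal alkaline phosphatase (IAP) enzyme / Input: enzyme at 1/65,000,000 dilution / Dosing: 20 µM single dose / Signal: CDP-star luminescence signal / Reagent: CDP-star chemiluminescent phosphatase substrate, 30 µM final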
TNAP inh hi DEA: inhibitors of human TNAP at high phosphate acceptor concentration. P05186. purified TNAP, CDP-star luminescence, 1 M DEA. inhibition, % at 20 µM. 0.03% of 200,000 active. AID 1135;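 active means over 50% inhibition of tissue-nonspecific alkaline phosphatase at 20 µM in the single-dose screen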;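 further: plate controls were DMSO wells for no effect and EDTA-quenched wells as full inhibition for full effect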
Target sequence (P05186 whole entry, looked up): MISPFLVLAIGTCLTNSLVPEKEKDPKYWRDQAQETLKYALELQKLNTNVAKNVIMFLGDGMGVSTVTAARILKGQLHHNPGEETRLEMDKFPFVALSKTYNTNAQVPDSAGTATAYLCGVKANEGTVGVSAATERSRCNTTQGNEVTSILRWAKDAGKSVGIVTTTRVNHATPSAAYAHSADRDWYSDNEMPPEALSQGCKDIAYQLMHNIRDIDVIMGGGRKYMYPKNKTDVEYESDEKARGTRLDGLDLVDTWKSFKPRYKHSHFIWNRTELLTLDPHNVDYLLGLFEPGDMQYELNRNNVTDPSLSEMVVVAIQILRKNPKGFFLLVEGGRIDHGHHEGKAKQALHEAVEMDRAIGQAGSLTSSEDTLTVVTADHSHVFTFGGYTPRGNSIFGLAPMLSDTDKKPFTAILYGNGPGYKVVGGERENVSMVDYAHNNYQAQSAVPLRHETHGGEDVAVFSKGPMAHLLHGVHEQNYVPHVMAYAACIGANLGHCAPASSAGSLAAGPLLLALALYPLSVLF
Diaph act CS: diaphorase activation or chemical reduction counter-screen. Diaphorase/resazurin coupled assay, resorufin fluorescence, 16 min; hits give high values; 1 = vehicle wells, 0 = NADH-free wells. 0.005% of 190,000 active. activation factor at 20 µM;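 active means diaphorase activity raised at least twofold by the compound at 20 µM; inactive means activation factor below 2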
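Material: Purified diaphorase enzyme from Clostridium kluyveri | Buffer or medium: 50 mM HEPES pH 7.4 with 4.542 mM MgCl2, 0.005% Tween 20 | Times: 16 min enzyme reaction, ambient temperature | Signal: Red resorufin fluorescence at 544/590 nm excitation/emission | Measure: Increased resorufin signal from activators or reducing compounds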
TNAP act hi DEA: increases human TNAP activity under high phosphate acceptor concentration | purified TNAP, CDP-star luminescence, 1 M DEA, 30 min; hits give high values; 0 = EDTA background, 1 = DMSO-only activity | activation factor at 20 µM | 200,000 tested, under 10 active | AID 1136;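 active means activation factor at least 2 at 20 µM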
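Control set: EDTA negative control, DMSO positive control / Assay system: human TNAP / Quantity: TNAP 1/800 final / Evaluation: TNAP activation factor scaled between EDTA and DMSO control wells / Measured by: luminescent substrate turnover signal / Compound dosing: one dose, 20 µM / Times: 30 min enzyme reaction at room temperature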
PMI act hi M6P: activators of human phosphomannose isomerase at near-saturating mannose 6-phosphate. P34949. coupled PMI enzyme assay, resazurin fluorescence, 20 min; hits give high values; 1 = untreated enzyme, 0 = substrate-free blank. activation factor at 20 µM. 0.34% of 190,000 active. AID 1216;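 active means activation factor of 2 or more at 20 µM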
Target sequence (P34949 whole entry, looked up): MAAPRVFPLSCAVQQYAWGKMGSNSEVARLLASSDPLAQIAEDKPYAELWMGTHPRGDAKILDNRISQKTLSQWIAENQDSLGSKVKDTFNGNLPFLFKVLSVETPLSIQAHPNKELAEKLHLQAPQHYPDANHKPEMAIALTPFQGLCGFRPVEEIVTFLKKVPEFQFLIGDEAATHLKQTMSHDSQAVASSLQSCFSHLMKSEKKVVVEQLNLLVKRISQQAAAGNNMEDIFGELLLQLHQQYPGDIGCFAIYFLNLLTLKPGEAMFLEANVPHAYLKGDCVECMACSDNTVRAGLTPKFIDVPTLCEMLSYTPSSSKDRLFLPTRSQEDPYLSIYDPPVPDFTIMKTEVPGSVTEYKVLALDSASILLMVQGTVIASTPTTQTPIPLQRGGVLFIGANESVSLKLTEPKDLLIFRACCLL
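Technique: Diaphorase-driven resazurin-to-resorufin fluorescence, excitation 544, emission 590 nm | Assay system: Human PMI in coupled enzyme assay | Times: Enzyme reaction with compound 20 min at room temperature | Medium: HEPES-buffered pH 7.4 with magnesium and detergent | Reagent: Mannose-6-phosphate 1.0 mM (near-saturating) plus 0.22 mM NADP+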
PMI activator: phosphomannose isomerase (human) activation; P34949; activation factor at 20 µM; AID 1214; purified human PMI, coupled resazurin fluorescence, 20 min; hits give high values; 1 = vehicle control, 0 substrate-free wells; 0.005% of 190,000 active;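 active means activation factor of 2 or more at 20 µM, relative to plate controls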
TNAP inh no acc: TNAP (human) inhibition, acceptor-free conditions; P05186; purified TNAP, CDP-star luminescence, 30 min; inhibition, % at 20 µM; 0.26% of 200,000 active;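 active means tissue-nonspecific alkaline phosphatase inhibition above about 50% at 20 µM in the single-dose screen, limit read from the data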;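 further: 0% = DMSO negative control and 100% = EDTA positive control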
* marks the source's active call; other numbers are inactive results; . = no result given.

canonical_smiles	bIAP inh	Diaph act CS	TNAP inh hi DEA	TNAP inh no acc	PMI activator	Lmaj promast	bIAP activator	TNAP act hi DEA	PMI act hi M6P	Diaph inh CS
COc1ccc(N2CCN(Cc3nc4c(c(=O)n(C)c(=O)n4C)n3CCc3ccccc3)CC2)cc1	-12	1	4	2	1.2	4	1.1	1	1	-4
COc1ccc(C(=O)NCc2ccc3c(c2)OCO3)cc1S(=O)(=O)N(C)Cc1ccccc1	36	0.8	-6	-5	0.9	11	0.6	1.1	1	18
O=C(NNC(=O)c1ccc([N+](=O)[O-])o1)c1ccccc1	18	1.1	-3	9	1.1	98*	0.8	1	1	-9
CCCN(CCC)C1CC(=O)N(Cc2ccccc2)C1=O (centres undefined)	1	0.9	0	-9	1	5	1	1	1.1	12
CS(=O)(=O)N(CC(O)CON=C1c2ccccc2-c2ccccc21)c1ccc(F)cc1 (centres undefined)	7	0.8	-6	-5	0.8	-2	0.9	1.1	0.9	22
COC(=O)C1=NN(c2ccc(C)cc2)C2(S1)SC(C(C)=O)=C(C)N2c1ccccc1 (centres undefined)	-1	0.9	3	1	0.9	22	1	1	0.9	12
CCOC(=O)C1=C(c2ccccc2)NC(SCC(=O)Nc2ccccc2C)=C(C#N)C1c1ccco1 (centres undefined)	5	0.8	-3	-11	0.8	11	0.9	1	0.8	15
O=C(CNC(=O)Cc1ccccc1)NCC(=O)OCC(=O)c1ccc(F)cc1	-15	0.9	1	-1	0.9	-4	1.1	1	0.9	10
Cc1ccc(-n2ncc3c(=O)[nH]c(SCC(=O)N4CCC(C)CC4)nc32)cc1C	7	0.8	-5	-8	0.9	1	0.9	1	0.9	16
CCc1c(O)nc(SCC(N)=O)n(-c2ccccc2F)c1=O	8	0.8	-6	-15	0.9	-6	0.9	1.1	0.9	18
Cc1ccc(-n2ncc3c(NCc4ccccn4)ncnc32)c(C)c1	-12	0.8	-7	8	0.9	-6	1.1	1.1	1	15
O=c1c2ccccc2nc(-c2cccs2)n1-c1ccc2ccccc2c1	3	1	-1	-14	0.9	13	1	1	1	2
Cc1ccc2c(CSc3nnnn3C)cc(=O)oc2c1	1	0.8	-4	-10	1.1	-3	1	1	0.9	22
O=C(c1ccccc1F)N(Cc1ccccc1)C1CCS(=O)(=O)C1 (centres undefined)	5	0.8	-4	-11	1	0	0.9	1	0.9	19
OCC1CCCN(Cc2ccc(-c3ccccc3)cc2)C1 (centres undefined)	-4	0.8	-5	3	1	96*	1	1	1	22
CN(Cc1ccsc1)C(=O)CCc1nnc(Cc2c[nH]c3ccccc23)o1	-1	.	-4	-12	.	5	1	1	.	.
COc1ccc(NS(=O)(=O)c2ccc(N3CCOCC3)c(NC(=O)c3ccco3)c2)cc1	-33	0.9	0	-11	1	29	1.3	1	0.9	9
[O-]/C(=C(\C(=S)Nc1ccc(SC(F)F)cc1)[n+]1cccc(CO)c1)c1ccc(Cl)s1	4	0.8	-6	-10	0.8	11	1	1.1	0.8	21
CN1CCN(CC#CCC2(O)c3ccccc3-c3ccccc32)CC1	5	0.8	-5	-15	0.9	-7	0.9	1.1	0.9	24
O=C(OCC(=O)N1CCN(c2ccccc2)CC1)C1=COCCO1	10	0.9	-4	-9	0.9	-4	0.9	1	1	11
COc1ccc(-c2onc(C)c2-c2ccccc2)c(O)c1	6	0.9	-2	-20	1	10	0.9	1	0.9	14
O=C(c1cc(-c2cccs2)nc2ccccc12)N1CCN(c2ccccc2)CC1	-6	0.8	3	6	1	28	1.1	1	1	22
CCOc1ccc(C(C)NC(=O)Cc2ccccc2F)cc1OCC (centres undefined)	-7	1	-3	-15	1.3	5	1.1	1	1.2	1
C=CCn1c(NCCc2ccccc2)nc2c1c(=O)n(C)c(=O)n2C	9	0.9	-2	-9	0.9	-3	0.9	1	0.9	13
Cc1cccc(NC(=O)CSc2ccc(-c3ccco3)nn2)c1	-50	0.6	-2	-4	0.8	19	1.5	1	0.9	35
COc1ccc2nc(-n3c(O)c(C4=c5ccccc5=NC4=O)[nH]c3=S)sc2c1	15	0.5	88*	45	1	-3	0.8	0.1	1	52*
O=C(CCCCCNC(=S)Nc1ccc(Cl)cc1)C[N+](=O)[O-]	0	0.9	-6	-6	1.1	-2	1	1.1	1.1	13
CCN1C(=O)/C(=C2\SC(=S)N(CCCOC)C2=O)c2ccccc21	8	1	6	17	1.2	-2	0.9	0.9	1.1	4
COc1ccc(C2N3CC4(C)CN2CC(C)(C3)C4O)cc1 (centres undefined)	6	1	2	-5	1	-7	0.9	1	1	1
N#C/C(=C\c1cn[nH]c1-c1ccc(Cl)cc1)C(=O)NC1CC1	14	0.8	-3	-43	1	32	0.9	1	1	22

A run of entries from the list above, for reference:
canonical_smiles	bIAP inh	Diaph act CS	TNAP inh hi DEA	TNAP inh no acc	PMI activator	Lmaj promast	bIAP activator	TNAP act hi DEA	PMI act hi M6P	Diaph inh CS
CN(Cc1ccsc1)C(=O)CCc1nnc(Cc2c[nH]c3ccccc23)o1	-1	.	-4	-12	.	5	1	1	.	.
COc1ccc(NS(=O)(=O)c2ccc(N3CCOCC3)c(NC(=O)c3ccco3)c2)cc1	-33	0.9	0	-11	1	29	1.3	1	0.9	9

The list continues:
canonical_smiles	bIAP inh	Diaph act CS	TNAP inh hi DEA	TNAP inh no acc	PMI activator	Lmaj promast	bIAP activator	TNAP act hi DEA	PMI act hi M6P	Diaph inh CS
C=CCSc1nc2c(c(=O)[nH]1)C(C(C)C)C(C#N)=C(N)O2 (centres undefined)	6	0.7	-6	-18	1	-4	0.9	1.1	1.1	25
O=C(COC(=O)c1nn(-c2ccccc2)c(=O)c2ccccc12)NC1CCS(=O)(=O)C1 (centres undefined)	-18	1	-3	-10	1.2	-9	1.2	1	1.1	0
CC(=O)Nc1ccc(S(=O)(=O)NNC(=O)c2ccc(S(=O)(=O)N3CCCCC3)cc2)cc1	9	1	-3	-12	0.9	40	0.9	1	1	3
O=c1cc(N2CCCCCC2)[nH]c(=O)n1-c1ccc(Cl)cc1	7	1	-3	-2	1	-9	0.9	1	1	2
CON(C)c1nc(NCC(C)C)nc(OCC#N)n1	11	1	-4	2	1.1	1	0.9	1	1	2
O=[N+]([O-])c1cccc(Cl)c1NCCNS(=O)(=O)c1ccccc1	29	0.9	-2	-2	0.9	0	0.7	1	0.9	14
C/C(=C/c1ccccc1)C(=O)N1CC(C)OC(C)C1 (centres undefined)	-19	1	-3	-11	1.1	-1	1.2	1	1	-2
CCc1c(C)nc2c(OC)cccc2c1Cl	7	0.9	-3	-4	0.9	-3	0.9	1	0.9	8
Cc1c(C(=O)N2CCN(c3ccccn3)CC2)cccc1[N+](=O)[O-]	5	0.9	0	-6	1	-3	0.9	1	1	11
COc1ccc2cc(-c3cc(C(=O)O)c4ccccc4n3)ccc2c1	-3	0.9	2	-7	1	-8	1	1	0.8	7
COC(=O)c1sc(NC(C)=O)c(C(=O)OC)c1C	-2	0.9	0	-1	0.8	0	1	1	0.9	15
O=C(CSc1nnc(CNc2ccc(Cl)cc2)o1)Nc1nc2c(s1)CCCC2	1	0.9	-2	2	1	0	1	1	1	14
COCCNc1c([N+](=O)[O-])c(=O)n(-c2ccccc2)c2ccccc12	-13	0.7	4	-10	0.8	3	1.1	1	0.9	28
Cc1ccc(C2Nc3ccccc3C(=O)N2Cc2ccco2)cc1 (centres undefined)	6	0.9	-5	-11	1	17	0.9	1.1	1	13
CCOc1ccccc1OCCn1ncc2ccc(OC)c(OC)c2c1=O	1	0.9	-1	-9	0.9	5	1	1	0.9	14
O=C(O)C1CC(=O)N(c2ccc(Br)cc2)C1 (centres undefined)	7	1.2	-5	-1	1	-2	0.9	1.1	1.1	-17
Nc1cccc(-c2ccc(CO)o2)c1	4	0.9	-1	-4	0.9	-11	1	1	1	6
C/C(NC(=O)c1ccccc1)=C1/C(=O)CC2C1C2(C)C (centres undefined)	6	0.8	-2	-6	0.9	10	0.9	1	0.9	22
CCOC(=O)N1CCC(Nc2c(Nc3ccc(F)cc3)c(=O)c2=O)CC1	31	0.9	-2	-4	0.9	0	0.7	1	1	10
CCOC(=O)C(=O)Nc1nnc(SCc2ccc(F)cc2)s1	1	1	-2	-4	1.1	-5	1	1	1.1	0
CCOc1ccccc1N/C=C/C(=O)C(C)(C)C	5	0.9	0	2	0.9	-6	1	1	0.9	10
O=C(NCc1cccnc1)c1cc(Cl)ccc1[N+](=O)[O-]	4	1	-4	1	1.2	48	1	1	1.1	4
